APJ ag = agonists of human apelin receptor APJ, primary screen, CHO-K1 cells, PathHunter beta-arrestin, luminescence | P35414 | 0% DMSO wells, 100% apelin | activation, % at 20 µM | hit rate 0.11% among 330,000 | AID 2520, 2010;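 active = activation more than six SD over the plate average, tested at 20 µM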;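 also: 0% = DMSO alone and 100% = apelin-13 at 10 nM; some results filed as inactive read as strong as hits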
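Assay system: CHO-K1 cells stably expressing ProLink-tagged human APJ and arrestin–beta-gal acceptor. Compound dosing: 20 µM single point, 1% DMSO. Times: 16-18 h seeding, 90 min dark compound exposure, 60 min detection. Detection: beta-gal luminescence. Evaluation: APJ–arrestin association signal. Controls: negative DMSO alone, positive Apelin-13 at 10 nM.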
tim23-1 inh = growth inhibitors of tim23-1 mutant yeast, primary screen, luminescence, uHTS; inhibition, % at 20 µM; hit rate 1.3% among 330,000; S. cerevisiae tim23-1 growth, BacTiter-Glo luminescence, 24 h;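 active = growth inhibition of the mutant yeast at or above 50%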;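 also: temperature-sensitive mutant grown at 25 °C; plate controls were DMSO-treated mutant yeast for no effect and medium wells lacking yeast for full effect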
UPR CHOP act = activators of apoptotic CHOP UPR arm, primary screen, cell-based, CHO-CHOP luciferase reporter, luminescence, uHTS; UPR activation; percent of tunicamycin response over DMSO baseline; activation, % at 10 µM; hit rate 0.34% among 330,000;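 active = at 10 µM dose, activation of 40% or more, normalized to positive control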;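 also: 100% = tunicamycin at 10 µg/mL and 0% = DMSO alone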
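Material: CHO-CHOP cells, stable luciferase reporter of PERK-eIF2a-CHOP signalling; quantity: 500 reporter cells seeded per well; buffer or medium: F12 medium containing 10% fetal bovine serum; compound: one dose, 10 µM in 0.5% DMSO; incubation: 6 h compound treatment, 37 °C; measured by: Steady-Glo luciferase luminescence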
UPR XBP1 act = activators of adaptive XBP1 UPR arm, primary screen, cell-based, CHO-XBP1 luciferase reporter, luminescence, uHTS; IRE1-XBP1 UPR activation; percent of tunicamycin response, DMSO as zero; activation, % at 20 µM; hit rate 0.33% among 330,000; AID 463104, 2010;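 active = versus positive control, 20 µM dose yields 30% or more activation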;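 also: 100% = tunicamycin at 10 µg/mL and 0% = DMSO only wells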
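Test system: CHO-XBP1 luciferase reporter cells | Buffer or medium: Serum-containing F12 medium, 10% FBS | Schedule: 6 h compound exposure at 37 °C, 5% CO2 | Detection: Steady-Glo luciferase glow luminescence, 10 min after reagent addition | Read-out basis: Activation, % of tunicamycin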
Mdm2 MdmX PPI = inhibitors of human Mdm2-MdmX association, primary screen, cell-based, luminescence, split luciferase, SaOS-2, uHTS; SaOS-2 split-luciferase Mdm2/MdmX complementation; Protein Mdm4 (Homo sapiens) + E3 ubiquitin-protein ligase Mdm2 (Homo sapiens), …; hit rate 3% among 330,000; inhibition, % at 8 µM;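 active = inhibition of at least 50% at 8 µM in the primary screen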
Target sequence (O15151 whole entry, looked up): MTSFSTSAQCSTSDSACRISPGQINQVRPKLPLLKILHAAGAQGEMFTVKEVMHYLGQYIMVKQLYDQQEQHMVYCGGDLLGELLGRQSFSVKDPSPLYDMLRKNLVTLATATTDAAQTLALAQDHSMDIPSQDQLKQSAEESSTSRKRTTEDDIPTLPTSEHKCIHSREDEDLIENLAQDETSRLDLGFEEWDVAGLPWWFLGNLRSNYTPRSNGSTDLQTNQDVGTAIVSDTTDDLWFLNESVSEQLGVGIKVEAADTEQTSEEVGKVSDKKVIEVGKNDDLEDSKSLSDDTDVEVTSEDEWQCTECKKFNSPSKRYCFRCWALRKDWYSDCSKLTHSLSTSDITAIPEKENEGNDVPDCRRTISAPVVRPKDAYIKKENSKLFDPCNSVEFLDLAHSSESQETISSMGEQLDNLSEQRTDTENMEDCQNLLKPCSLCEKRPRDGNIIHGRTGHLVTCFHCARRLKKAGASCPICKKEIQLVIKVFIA
Target sequence (Q00987 whole entry, looked up): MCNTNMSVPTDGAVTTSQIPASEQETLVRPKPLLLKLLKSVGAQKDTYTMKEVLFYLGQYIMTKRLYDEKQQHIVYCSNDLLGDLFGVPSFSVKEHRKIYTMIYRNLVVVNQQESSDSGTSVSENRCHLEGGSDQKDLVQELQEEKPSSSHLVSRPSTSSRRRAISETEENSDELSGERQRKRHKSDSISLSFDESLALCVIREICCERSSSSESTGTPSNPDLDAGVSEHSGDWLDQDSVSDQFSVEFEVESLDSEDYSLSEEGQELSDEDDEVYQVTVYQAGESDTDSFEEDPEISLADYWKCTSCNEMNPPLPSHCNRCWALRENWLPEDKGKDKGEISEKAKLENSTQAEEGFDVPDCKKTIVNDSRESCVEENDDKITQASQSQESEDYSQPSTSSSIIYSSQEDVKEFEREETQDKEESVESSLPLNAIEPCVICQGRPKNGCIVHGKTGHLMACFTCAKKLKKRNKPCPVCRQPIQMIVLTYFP
697 NFkB inh = inhibitors of PMA/ionomycin-induced NF-kB reporter, 697 cells, primary screen, B-cell NF-kB inhibitor project, cell-based, luminescence, uHTS | 697 B-cell NF-kB luciferase reporter, 16 h | inhibition, % at 4 µM | hit rate 0.33% among 330,000; in the data active = inhibition above about 35%
Jurkat NFkB inh = inhibitors of induced NF-kB luciferase reporter, primary screen, TCR NF-kB activation inhibitor project, cell-based, luminescence, uHTS. hit rate 0.53% among 330,000. AID 435003, 2010. inhibition, % at 4 µM. Jurkat, PMA/ionomycin-induced NF-kB luciferase reporter; in the data active = inhibition above about 50%
APJ antag = antagonists of human apelin receptor APJ, primary screen, CHO-K1 cells, beta-arrestin complementation, luminescence; P35414; AID 2521, 2010; inhibition, % at 20 µM; hit rate 0.32% among 330,000;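 active = inhibition above about 40% at 20 µM, limit read from the data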;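 also: cells challenged with 10 nM apelin-13 agonist together with compound; plate controls were apelin-13 plus DMSO wells for no effect and DMSO wells lacking apelin-13 for full effect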
Starred values were filed as active, the others as inactive; . = not tested or not shown.

SMILES	APJ ag	tim23-1 inh	UPR CHOP act	UPR XBP1 act	Mdm2 MdmX PPI	697 NFkB inh	Jurkat NFkB inh	APJ antag
CC1CCN(Cc2cc(=O)oc3cc(O)c(Cl)cc23)CC1	-1	12	-1.6	-4	0	20	3	-10
CCOP(=O)(OCC)C(C#N)=C1SCN(c2ccc(Cl)cc2)CS1	-1	20	-2.6	5	9	15	9	20
CC(=O)NC(CC(=O)Nc1ccc2c(c1)OCCO2)c1ccccc1 (centres undefined)	-2	7	6.8	7	5	-2	-12	12
CC(C)Cc1nnc(NC(=O)CN2C(=O)NC3(CCCC3)C2=O)s1	5	-17	-0.1	-3	11	3	-1	3
NS(=O)(=O)c1ccc(NC(=O)CSc2nnc(-c3cnccn3)n2-c2ccccc2)cc1	-1	-4	-1.3	0	-2	19	1	7
N#Cc1nc(-c2ccc(OCc3ccccc3)cc2)oc1NCCN1CCOCC1	-1	32	-2.5	-1	-10	-1	-1	-20
O=C(CNC(=O)c1ccco1)NCC(=O)OCc1ccccc1Cl	-1	-1	1.5	0	14	8	13	-2
O=C(COC(=O)c1cccc(Br)c1)Nc1cccc2c1C(=O)c1ccccc1C2=O	6	9	4.6	21	6	-18	-70	-20
Cc1cccc(CN2C(=O)N/C(=C/c3cc(C)n(-c4cc(C)ccn4)c3C)C2=O)c1	-2	13	2.2	-2	13	15	-5	16
C/C(=N\Nc1cc(N2CCOCC2)ncn1)c1cccc([N+](=O)[O-])c1	3	0	-2.6	-3	60*	-64	10	-18
N#Cc1ccc(OCC(=O)OCC(=O)NC2CC2)cc1	0	-3	-2.2	0	15	9	2	8
CC(C)Cc1nnc(NC(=O)C2CCN(C(=O)c3ccc(F)cc3)CC2)s1	9	6	-1.4	3	-10	-44	6	-23
COc1ccc(/C=N/N=C2/NC(=O)C(c3ccccc3)S2)c(OC)c1 (centres undefined)	-3	-14	-0.3	0	6	-14	-6	11
COC(=O)c1ccc(CNC(=O)c2ccc3oc(C(C)C)nc3c2)cc1	-1	14	6.9	1	-18	-43	-54	-27
O=c1cc(N2CCN(Cc3ccccc3)CC2)[nH]c(=O)n1-c1ccc(Br)cc1	-2	-5	-1.6	2	12	-16	2	-49
O=C(CSc1nc2ccc(Cl)cc2[nH]1)NCc1ccco1	-1	1	3.0	2	9	-6	-7	-11
CCN(C(=S)NCc1ccccc1)c1ccccc1	-1	2	1.5	-1	-38	-10	1	-1
CC(=O)Nc1ccc(S(=O)(=O)N2CCN(c3ccc(C)c(Cl)c3)CC2)cc1	-1	12	0.4	-1	19	-11	9	-4
O=C1c2ccccc2-c2onc3c(N4CCN(CCO)CC4)cc(N4CCN(C(=O)c5ccco5)CC4)c1c23	7	17	-0.5	-6	41	16	-13	-31
COc1cccc(C(=O)N2CCC(C(=O)NCc3ccc(C)cc3)CC2)c1	-2	8	-1.2	-6	2	-2	-29	15
Cc1ccc(S(=O)(=O)N/N=C2/CCCCC2C2CCCCC2)cc1[N+](=O)[O-] (centres undefined)	-1	20	-1.0	-2	-16	17	-16	0
CCn1c(SCC(=O)NCC2CCCO2)nnc1-c1ccccc1 (centres undefined)	-3	5	-0.4	2	5	11	1	20
Cc1nc2nc(COc3ccccc3)[nH]n2c(=O)c1Cl	-4	0	1.2	2	14	13	-6	-1
Cc1ccc(NC(=O)Cn2nnc(C(=O)NCc3cccs3)c2N)cc1Cl	-5	1	0.5	-2	-3	4	2	-3
CCCc1nnc(NC(=O)CCS(=O)(=O)Cc2ccccc2)s1	-1	1	0.7	-1	57*	11	9	2
CCOc1[nH]c(/N=C/c2ccco2)c(C#N)c1C#N	-2	-9	0.2	-4	12	20	0	-24
O=C1C=C(c2cccc(Cl)c2O)C[C@@H](c2ccc(F)cc2)C1	-4	63*	1.6	-1	-48	-18	-15	33
C/C(=C/C(=O)O)C(=O)Nc1cccc(C(F)(F)F)c1	1	21	-2.5	0	5	1	2	16
Cc1cc(C)n(CC(C)NC(=O)CCc2nnc(CCc3ccccc3)o2)n1 (centres undefined)	-5	6	0.8	-2	-22	12	-1	-17
Cc1ccc(C2N(c3ccc(Cl)c(Cl)c3)C(=O)C3CCCN32)o1 (centres undefined)	0	2	-0.9	-2	15	6	-4	5

Brought forward from above: 2 entries; new compounds follow.
SMILES	APJ ag	tim23-1 inh	UPR CHOP act	UPR XBP1 act	Mdm2 MdmX PPI	697 NFkB inh	Jurkat NFkB inh	APJ antag
Cc1cc(C)n(CC(C)NC(=O)CCc2nnc(CCc3ccccc3)o2)n1 (centres undefined)	-5	6	0.8	-2	-22	12	-1	-17
Cc1ccc(C2N(c3ccc(Cl)c(Cl)c3)C(=O)C3CCCN32)o1 (centres undefined)	0	2	-0.9	-2	15	6	-4	5
CN(C(=O)Nc1cnccc1C(F)(F)F)C1CCCCC1	-3	-8	-0.2	1	-2	-1	-14	6
O=C1CCC(C(=O)N2CCCCO2)CN1CCc1ccccc1 (centres undefined)	-9	11	5.9	1	-44	-38	-49	8
CC(C)(C)c1ccc(Oc2ccc(N)cc2)cc1	-2	61*	-9.5	-4	39	79*	85*	-16
CCOc1cc(C2C(C(=O)c3ccco3)=C(O)C(=O)N2Cc2ccccc2)ccc1O (centres undefined)	-1	1	-0.1	2	13	-17	-4	7
CC(=O)NNC(=O)c1cc2sccc2s1	1	12	-0.5	0	-16	-9	-13	-9
CC1(C)Cc2c(sc3nc(-c4ccccc4)n(N)c(=O)c23)CO1	2	32	4.2	-1	24	-15	-15	8
Cc1ccc(S(=O)(=O)N[C@H](C(=O)OCn2nnc3ccccc3c2=O)C(C)C)cc1	-3	22	-2.5	-6	16	-6	3	-3
Cc1ccc(-c2c[n+]3c(n2-c2ccccc2)CCC3)cc1	-4	-15	3.1	2	30	-28	41	24
Cn1ccnc1SC(=O)N1c2ccccc2Sc2ccccc21	3	31	-0.6	-1	7	6	-6	-26
CSc1nc2nc3c(cc2c(=O)n1-c1ccccc1)COC(C)(C)C3	-3	15	0.2	-1	12	15	-15	-32
CS(=O)(=O)N(CC(=O)Nc1ccc2c(c1)OCO2)c1ccc2c(c1)OCO2	-3	1	0.3	2	15	-8	7	1
COc1ccc(S(=O)(=O)N2CCOCC2)cc1C(=O)NCC(c1ccco1)N1CCCC1 (centres undefined)	-2	14	1.4	1	4	14	1	9
CCN(CC)CCCn1c2c(c(SCC(=O)Nc3cc(OC)cc(OC)c3)nc1=O)CCC2	-3	11	1.5	0	3	-4	2	55*
C=CC(=O)N1C/C=C\C(c2ccc(OC)cc2)N(Cc2ccc(F)cc2)C(=O)C1 (centres undefined)	1	-18	-1.9	-3	24	2	3	18
O=C(CSc1ncc(C(F)(F)F)cc1Cl)N1CCN(S(=O)(=O)c2ccc(Cl)cc2)CC1	-5	19	0.3	-2	33	7	18	9
CCOc1ccc(N=C2NC(=O)S/C2=C\c2ccc(N(C)C)cc2)cc1	-5	20	7.3	16	30	-95	-41	43*
Cc1ccnc(NS(=O)(=O)c2ccc(NS(=O)(=O)c3ccc(Br)cc3)cc2)n1	-3	3	2.2	-4	16	14	13	23
CS(=O)(=O)c1ccc2nc(NC(=O)C3COc4ccccc4O3)sc2c1 (centres undefined)	5	24	3.0	1	0	20	-9	9
O=S(=O)(N[C@H](CO)c1ccccc1)c1ccc(Br)cc1F	.	27	4.1	-1	13	17	.	.
CC(=O)NC(Cc1ccccc1F)C(=O)NC1CCN(C(=O)c2cnccn2)CC1 (centres undefined)	1	3	-0.4	-1	-18	2	7	-4
C/C(CC(=O)NCc1ccc(F)cc1)=N\NC(N)=S	-3	16	-2.0	-1	16	24	-8	4
CCOc1cccc(=O)c2c(C)oc(C)c12	-2	1	-0.2	4	21	0	5	-30
CC(C)CN(C(=O)CN1CCC(C)CC1)c1c(N)n(CC(C)C)c(=O)[nH]c1=O	-2	4	0.2	4	6	6	-4	13
Cc1ccc(C(=O)Nc2ccc3c(c2)nc(CCNC(=O)c2ccco2)n3C)cc1	0	6	5.5	1	-15	-90	-87	4
C=CCOC(=O)C1=C[C@@H](c2csc3ccccc23)[C@H](CCCO)[C@@H](OCC)O1	-4	21	-0.9	-3	15	-2	-6	14
Nn1c(SCC(=O)NCCC2=CCCCC2)nnc1C(F)(F)F	-1	20	-0.1	1	-9	16	-1	6
COc1ccc(CCNC(=O)C(=O)NCC2OCCN2S(=O)(=O)c2ccc(Br)cc2)cc1OC (centres undefined)	0	3	-1.4	-2	28	-47	16	5
COc1ccc(OC)c(NC(=S)N2c3ccccc3CC2C)c1 (centres undefined)	4	21	0.4	-3	11	-43	-3	-40
COc1ccc(OC)c(C(=O)CN2C(=O)C(=O)N(C3CCCC3)C2=O)c1	0	2	0.3	4	16	19	15	17
CCCOc1ccc(CNC(=O)C2CCN(c3nnc(N4CCCC4=O)s3)CC2)cc1	-2	-2	-1.2	-4	29	3	14	-5

Of the compounds above, these contain a cyano group.
SMILES	APJ ag	tim23-1 inh	UPR CHOP act	UPR XBP1 act	Mdm2 MdmX PPI	697 NFkB inh	Jurkat NFkB inh	APJ antag
CCOP(=O)(OCC)C(C#N)=C1SCN(c2ccc(Cl)cc2)CS1	-1	20	-2.6	5	9	15	9	20
N#Cc1nc(-c2ccc(OCc3ccccc3)cc2)oc1NCCN1CCOCC1	-1	32	-2.5	-1	-10	-1	-1	-20
N#Cc1ccc(OCC(=O)OCC(=O)NC2CC2)cc1	0	-3	-2.2	0	15	9	2	8
CCOc1[nH]c(/N=C/c2ccco2)c(C#N)c1C#N	-2	-9	0.2	-4	12	20	0	-24

The listing continues.
SMILES	APJ ag	tim23-1 inh	UPR CHOP act	UPR XBP1 act	Mdm2 MdmX PPI	697 NFkB inh	Jurkat NFkB inh	APJ antag
COc1cccc(CN2CCN(CCc3ccccc3)C(CCO)C2)c1OC (centres undefined)	-3	-2	-0.8	-3	-36	8	6	23
Cc1cccc(NC(=S)N2CCN(c3cc(C)ccc3C)CC2)c1	-2	1	-0.3	-1	-6	-1	11	8
CCn1c(SCC(=O)NC2(C#N)CCCCC2)nc2ccccc2c1=O	-3	18	2.1	-4	29	12	-4	29
CC1(C)O[C@H]2CC(=O)OC[C@]23[C@H]2CC[C@@]4(C)[C@H](c5ccoc5)OC(=O)[C@H]5O[C@]54[C@]2(C)[C@@H](O)C[C@@H]13	-5	11	0.2	-2	-1	15	4	-5
COC(=O)c1ccc(NC(=O)CN(Cc2ccc(Cl)cc2)S(C)(=O)=O)cc1	-3	29	0.3	-1	5	14	4	19
O=C(c1ccc2c(c1)OCO2)N1CCN(c2ccccn2)CC1	-1	7	-0.5	-2	7	-4	0	-2
CC(C)(C)NC(=O)NC(=O)COC(=O)Cn1c(C(F)(F)F)nc2ccccc21	-6	2	0.9	-1	16	-2	7	-1
COc1ccc(C(=O)Nc2ccccc2NC(=O)c2ccc(OC)cc2)cc1	-5	-20	1.7	-1	17	24	0	5
CCc1noc(C)c1C(=O)N1CCN(S(=O)(=O)c2ccc(Cl)s2)CC1	-7	16	0.3	0	-16	24	22	8
Cc1cc(NC(=O)CCCC(=O)N(CC(=O)NC2CCCCC2)c2ccccc2)no1	3	9	0.6	0	5	7	1	7
Cn1nc(C(F)(F)F)c(CNC(=O)C(C)(C)CCl)c1N1CCOCC1	-2	6	-1.5	9	13	16	-2	5
CC(=O)c1sc(N)nc1C	-7	-6	2.3	-1	12	22	9	7
